High-throughput results from PubChem.
SRC2 TRFRET art: flags TR-FRET format artefacts in PPARgamma SRC-2 recruitment agonist screen; TR-FRET artefact counter-screen; stronger effect = higher value; AID 1049; 0.4% of 200,000 active; TR-FRET ratio at 8 µM; in the data active = TR-FRET ratio above about 2000; also: inactives centre near 1500
bIAP inh: intestinal alkaline phosphatase (bovine) inhibition; purified bovine IAP, CDP-star luminescence, 30 min; AID 1019; 190,000 tested, under 10 active; inhibition, % at 20 µM;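 active = over 50% inhibition of intestinal alkaline phosphatase at 20 µM in the single-dose screen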
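Incubation: 30 min reaction at room temperature / Material: purified bovine intestinal alkaline phosphatase (IAP) enzyme / Input: enzyme at 1/65,000,000 dilution / Dosing: 20 µM single dose / Signal: CDP-star luminescence signal / Reagent: CDP-star chemiluminescent phosphatase substrate, 30 µM final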
PPARg SRC1 recr: agonists of human PPARgamma SRC-1 coactivator recruitment | activation, % at 8 µM | PPARgamma-SRC-1 coactivator recruitment biochemical assay | AID 631 | 0.41% of 200,000 active; in the data active = activation above about 19%;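 also: 0% = DMSO and 100% = reference agonist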
STAT3 act: STAT3 signaling activation. U3A cells, IL-6 STAT3-luciferase reporter, luminescence; 100% = signal with IL-6 EC80 alone. activation (% of control), % at 5.6 µM. 0.91% of 190,000 active. AID 871;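 active = activation above the screen-wide mean of compound activation plus 3 SD, cut at about 130% in these data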;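 also: 0% = background luminescence of wells with medium and substrate only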
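System – human U3A cells carrying STAT3-luciferase construct · Probe or stimulus – Interleukin-6, 33 ng/mL · Schedule – compound 1 h, then IL-6 6 h at 37 °C · Signal – luminescence from STAT3-driven luciferase reporter · Evaluation – percent of IL-6-only median luminescence · Benchmarks – IL-6-only high control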
bIAP activator: increases bovine intestinal alkaline phosphatase activity. purified bovine IAP, CDP-star luminescence, 30 min; stronger effect = higher value; fold of DMSO-control signal, blank-subtracted. activation factor at 20 µM. 0.17% of 200,000 active. AID 1016;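 active = activation factor of 2 or more at 20 µM, a signal rise over negative controls twice the positive control's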
PPARg SRC-2 ag: PPARgamma-driven SRC-2 recruitment agonism; P37231; PPARgamma LBD-SRC-2 recruitment, biochemical; activation, % at 8 µM; 0.34% of 200,000 active; in the data active = activation above about 22%;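 also: 0% = vehicle and 100% = reference agonist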
PPARg SRC-3 ag: agonists of human PPARgamma SRC-3 coactivator recruitment; biochemical PPARgamma/SRC-3 coactivator recruitment assay; 0.26% of 200,000 active; activation, % at 8 µM; P37231; in the data active = activation above about 23%;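 also: 0% = DMSO and 100% = reference agonist; some compounds past the cut are filed as inactive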
TNAP act hi DEA: increases human TNAP activity under high phosphate acceptor concentration; P05186; purified TNAP, CDP-star luminescence, 1 M DEA, 30 min; stronger effect = higher value; 0 = EDTA background, 1 = DMSO-only activity; activation factor at 20 µM; 200,000 tested, under 10 active; AID 1136;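 active = activation factor at least 2 at 20 µM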
Target sequence (P05186 whole entry, looked up): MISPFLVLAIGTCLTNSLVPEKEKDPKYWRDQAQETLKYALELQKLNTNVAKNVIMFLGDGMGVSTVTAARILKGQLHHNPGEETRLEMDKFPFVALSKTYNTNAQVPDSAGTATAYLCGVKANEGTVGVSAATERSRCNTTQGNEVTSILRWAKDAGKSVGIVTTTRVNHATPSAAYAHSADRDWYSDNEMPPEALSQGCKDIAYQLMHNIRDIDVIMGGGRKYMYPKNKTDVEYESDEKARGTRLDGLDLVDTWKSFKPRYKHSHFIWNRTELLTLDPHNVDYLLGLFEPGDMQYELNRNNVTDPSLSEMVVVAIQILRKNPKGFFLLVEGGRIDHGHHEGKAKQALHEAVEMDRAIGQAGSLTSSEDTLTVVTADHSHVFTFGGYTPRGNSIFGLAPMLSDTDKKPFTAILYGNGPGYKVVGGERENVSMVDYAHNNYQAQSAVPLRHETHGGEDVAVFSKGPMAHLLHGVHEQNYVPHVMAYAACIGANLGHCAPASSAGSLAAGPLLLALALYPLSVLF
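Assay system: human TNAP; Input: enzyme diluted 1/800 final; Reagent: CDP-star luminogenic substrate at 100 µM final; Timing: 30 min, room temperature; Signal: luminescence; Evaluation: TNAP activation factor scaled between EDTA and DMSO control wells.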
STAT3 blocker: STAT3 signaling inhibition; U3A cells, IL-6 STAT3-luciferase reporter, luminescence; host cell line lacks STAT1; inhibition, % at 5.5 µM; 0.89% of 190,000 active; AID 862;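 active = inhibition above the mean inhibition across all screened compounds plus 3 SD, cut at about 44% in these data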;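 also: 0% = DMSO only wells and 100% = 100 µM nifuroxazide control wells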
STAT1 inh: reduces IFN-gamma driven STAT1 reporter signal; NIH 3T3 STAT1-luciferase reporter, luminescence; inhibition, % at 5.5 µM; 0.35% of 200,000 active;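 active = inhibition above a set limit, the mean inhibition across all tested compounds plus 3 SD, cut at about 34% in these data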;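 also: 0% = IFN-gamma with DMSO and 100% = IFN-gamma with 300 µM nifuroxazide; values of inactives mirror those of a sister screen read the other way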
ROMK primary: modulators of human ROMK potassium channel. P48048. B-score at 10 µM. AID 1918. Tet-inducible ROMK, thallium flux fluorescence; actives lie on both sides. 2% of 130,000 active;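 active = signal ratio slope over the read window, or its plate-corrected B-score, at least 3 SD from the plate mean, either direction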;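 also: B-score of the F/F0 ratio slope over 7 to 12 s after thallium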
Target sequence (P48048 whole entry, looked up): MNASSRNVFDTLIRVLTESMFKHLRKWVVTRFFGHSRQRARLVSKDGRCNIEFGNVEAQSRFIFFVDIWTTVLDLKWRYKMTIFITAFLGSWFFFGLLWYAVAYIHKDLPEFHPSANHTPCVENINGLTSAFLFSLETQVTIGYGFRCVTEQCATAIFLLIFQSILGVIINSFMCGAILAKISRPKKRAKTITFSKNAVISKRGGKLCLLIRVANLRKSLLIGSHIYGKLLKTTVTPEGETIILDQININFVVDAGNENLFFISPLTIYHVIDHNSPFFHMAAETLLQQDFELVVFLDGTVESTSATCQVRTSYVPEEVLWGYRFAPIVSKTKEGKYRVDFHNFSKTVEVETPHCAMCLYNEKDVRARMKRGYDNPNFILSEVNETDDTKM
Numbers without * were called inactive; . = no result given. Compounds as they come; 3.7% or so of the library scored in one or more.

SMILES | SRC2 TRFRET art | bIAP inh | PPARg SRC1 recr | STAT3 act | bIAP activator | PPARg SRC-2 ag | PPARg SRC-3 ag | TNAP act hi DEA | STAT3 blocker | STAT1 inh | ROMK primary
COCCCN(C)C1CCN(C(=O)Nc2ccc(F)cc2)CC1 | 1597 | 0 | -1 | 100 | 1 | 4 | 16 | 1 | 6 | -5 | .
O=C(Nc1cc([N+](=O)[O-])ccc1F)c1ccc2c(c1)OCCO2 | 1524 | 5 | -1 | 91 | 0.9 | -4 | 0 | 1 | 13 | -13 | 0.73
Cc1cc(NC(=O)CCCn2nc([N+](=O)[O-])c(Br)c2C)no1 | 1569 | 7 | 3 | 96 | 0.9 | 0 | -3 | 1 | 6 | 0 | 0.027
COc1cccc(C(c2nnnn2Cc2ccco2)N2CCN(c3cccc(C)c3C)CC2)c1OC (centres undefined) | 1460 | 2 | 6 | 104 | 1 | 3 | -2 | 1.1 | 4 | 6 | .
CC(NC(=O)c1ccnc(C(C)(C)C)c1)c1ccccc1 (centres undefined) | 1740 | 4 | 7 | 94 | 1 | 10 | -6 | 1 | 8 | 8 | -0.073
CCOc1cc(CNc2ccc(O)cc2)cc(Br)c1OCc1ccccc1F | 1615 | 33 | 1 | 100 | 0.7 | 12 | 16 | 1 | 3 | -1 | .
COc1ccc(CN(C(=O)c2ccc(-c3ccccc3)[nH]2)C(C(=O)NC(C)(C)C)c2ccncc2)cc1 (centres undefined) | 1680 | -7 | 3 | 115 | 1.1 | -4 | 2 | 1 | -15 | -7 | 0.027
Cc1ccc(N=CC2=C(O)CC(c3ccco3)CC2=O)cc1 (centres undefined) | 1765 | 1 | 0 | 97 | 1 | 13 | 11 | 1.1 | 7 | -24 | .
Cc1cccc(NC(=S)NC(=O)c2ccc(Br)o2)c1C | 1565 | 1 | 14 | 89 | 1 | 5 | 5 | 1 | 20 | 3 | 0.12
O=C(CCNS(=O)(=O)c1ccc(Cl)cc1)N1CCC2(O)CCCCC2C1 (centres undefined) | 1483 | -8 | 0 | 104 | 1.1 | 7 | 4 | 1.1 | 5 | -8 | 0.59
CC(=O)NC(=O)c1nnn(Cc2ccccc2)c1NC(C)=O | 1701 | -5 | 3 | 105 | 1 | 4 | 2 | 1 | -2 | 6 | .
CCCCn1c(=O)c(CCC(=O)O)nc2ccccc21 | 1511 | 1 | -4 | 97 | 1 | -7 | -4 | 1.1 | 5 | -4 | 0.059
Nc1c(Cl)ncnc1N/N=C/c1ccc2ccccc2n1 | 1560 | 9 | 3 | 110 | 0.9 | -1 | 3 | 0.5 | -14 | -70 | -0.84
O=C(Nc1cc(S(=O)(=O)N2CCOCC2)ccc1Cl)c1cc(=O)c2ccccc2o1 | 1523 | -26 | 9 | 89 | 1.3 | 5 | -3 | 1 | 15 | -7 | -0.063
CC(C)C(=O)Nc1nnc(NC(=S)Nc2ccccc2)s1 | 1343 | 10 | 2 | 103 | 0.9 | -2 | -4 | 1 | 5 | -28 | 0.22
COc1ccc(NC2=NC(=S)N(c3cccc(C)c3)C23CCCCC3)cc1 | 1376 | 5 | 2 | 99 | 0.9 | 14 | 3 | 1.1 | 8 | -1 | .
Cc1ccc(-c2cc(C(=O)N/N=C/C(Br)=C/c3ccccc3)n[nH]2)o1 | 1397 | -23 | -9 | 99 | 1.2 | -2 | 0 | 1 | 4 | 2 | -0.24
CCOCCOC(=O)c1ccc(-n2cncn2)nc1 | 1502 | 0 | -3 | 104 | 1 | -4 | -2 | 1 | -5 | -10 | -0.49
O=C(CCCn1c(=S)[nH]c2ccccc2c1=O)NCc1ccco1 | 1530 | 13 | 2 | 100 | 0.9 | 5 | -3 | 1 | 3 | 2 | -0.76
N#C/C(=C\c1ccc([N+](=O)[O-])o1)c1nc2ccccc2[nH]1 | 1505 | 15 | -5 | 105 | 0.9 | -8 | 4 | 0.7 | -7 | 18 | .
C/C(=N\Nc1ccccn1)c1ccc(C(C)C)cc1 | 1482 | 0 | -5 | 95 | 1 | -4 | 1 | 1 | 8 | -24 | -0.27
N/C(=N\OC(=O)Cc1ccccc1)c1ccc(Br)cc1 | 1472 | 3 | -2 | 94 | 1 | -6 | -1 | 1 | 10 | -7 | 0.39
CCCC(C)NC(=O)Cc1ccccc1[N+](=O)[O-] (centres undefined) | 1430 | 8 | 0 | 126 | 0.9 | -6 | -2 | 1 | -30 | 4 | 0.53
CCOc1cc(C2c3c(n[nH]c3C)C(=O)N2c2ccc(Br)cc2)ccc1O (centres undefined) | 1640 | -44 | 3 | 106 | 1.4 | 9 | -6 | 1 | -3 | 1 | .
CN1CCc2c(sc3c2C(=O)NC(c2cccs2)N3)C1 (centres undefined) | 1555 | 31 | 6 | 98 | 0.7 | 9 | 0 | 1 | 8 | -22 | .
Additional structures follow.
SMILES | SRC2 TRFRET art | bIAP inh | PPARg SRC1 recr | STAT3 act | bIAP activator | PPARg SRC-2 ag | PPARg SRC-3 ag | TNAP act hi DEA | STAT3 blocker | STAT1 inh | ROMK primary
CC(OC(=O)c1ccc2c(=O)n3c(nc2c1)CCCCC3)C(=O)Nc1ccc(Cl)cn1 (centres undefined) | 1730 | -12 | 3 | 108 | 1.1 | 2 | 2 | 1 | -5 | 1 | -0.87
Cn1ncc(C#N)c1/N=C/N1CCCCC1 | 1738 | 17 | 2 | 93 | 0.8 | 5 | 11 | 1.1 | 13 | 3 | .
CC(=O)c1ccc(NC(=S)NC(=O)c2c(Cl)c(C)nn2C)cc1 | 1484 | 3 | -5 | 99 | 1 | -7 | -3 | 1.1 | 4 | 1 | 0.16
Cn1c(C(=O)NCCCN2CCCCCC2)cc2c(=O)n(C)c3ccccc3c21 | 1353 | -9 | -2 | 103 | 1.1 | 3 | 8 | 1.1 | 2 | -2 | .
Cc1nc2sccn2c1P(c1c(C)nc2sccn12)c1c(C)nc2sccn12 | 1511 | 20 | 0 | 97 | 0.8 | 8 | -1 | 1 | 10 | 6 | .
CC(=O)Nc1sc2c(c1C(c1ccc(F)cc1)N1CCOCC1)CCCC2 (centres undefined) | 1529 | -5 | 2 | 104 | 1 | 2 | -6 | 0.6 | -5 | -1 | -0.73
Cc1ccc2c(c1)nnn2C1CCN(S(=O)(=O)c2ccc(C(=O)N3C(C)CCCC3C)cc2)CC1 (centres undefined) | 1552 | -6 | 5 | 72 | 1.1 | -4 | -11 | 1 | 36 | 22 | .
CN(CCO)C(=O)C1CCN(c2ncc(C(F)(F)F)cc2Cl)CC1 | 1498 | -14 | 6 | 104 | 1.1 | 8 | -3 | 1 | 1 | -6 | 0.65
O=C(NCc1ccccc1)c1noc2c1CCCC2 | 1367 | 10 | 2 | 106 | 0.9 | -4 | -3 | 1 | -1 | 2 | .
Cc1ccc(Cl)cc1NC(=S)NCCCSC1CCCCC1 | 1522 | . | 12 | 99 | 0.4 | 6 | 0 | 1.1 | 10 | -2 | 0.18
COc1ccc(S(=O)(=O)N2CCN(CC(=O)Nc3ccc(C)c(F)c3)CC2)cc1 | 1489 | -10 | 0 | 100 | 1.1 | -6 | -3 | 1 | 2 | -7 | .
O=C(COC(=O)c1ccc(S(=O)(=O)N2CCOCC2)cc1)NC1CCCCCCC1 | 1621 | 11 | 12 | 100 | 0.9 | 11 | 4 | 1.1 | 2 | 0 | -0.26
COc1ccc(N2C(=O)/C(=C/c3ccc([N+](=O)[O-])cc3)N=C2C)c(OC)c1 | 1692 | -2 | 4 | 78 | 1 | 4 | 1 | 1 | 34 | 1 | 0.27
C(=N\n1cnc2ccccc21)/c1cccnc1 | 1493 | 6 | -3 | 98 | 0.9 | 14 | 3 | 1.1 | 7 | -11 | 0.36
O=[N+]([O-])c1ccc(Cl)c(S(=O)(=O)N2CCCCCC2)c1 | 1384 | 6 | 0 | 107 | 0.9 | -4 | -1 | 1 | -6 | -13 | 0.028
O=C(Nc1ccc(NC(=O)C2CC2)nc1)c1cnccn1 | 1759 | -5 | -1 | 101 | 1 | 0 | 2 | 1 | 4 | -8 | 0.059
Cc1cc2ncn(-c3ncnc4sc(C)c(C)c34)c2cc1C | 1350 | -1 | 2 | 98 | 1 | -1 | 1 | 1.1 | 9 | 2 | .
COc1ccc(OC)c(S(=O)(=O)N2CCC(C(=O)Nc3cc(C)ccc3C)CC2)c1 | 1624 | -3 | 8 | 89 | 1 | 6 | 11 | 1 | 15 | 9 | .
O=C(C1CC1)N1CCc2cc(S(=O)(=O)N3CCOCC3)ccc21 | 1555 | 4 | 1 | 98 | 1 | -1 | -3 | 1 | 5 | -3 | -0.73
CCOC(=O)/C=C/COc1ccccc1[N+](=O)[O-] | 1631 | 10 | 0 | 107 | 0.9 | 2 | 4 | 1 | -4 | -58 | 0.0064
O=C(NCC1CCCO1)c1onc(CSc2ccc(F)c(F)c2)c1C(=O)O (centres undefined) | 1498 | 6 | -8 | 102 | 0.9 | -4 | -4 | 1 | -1 | -1 | .
COC(=O)c1ccc(OC)c(CSc2nnc(-c3ccc(C(C)(C)C)cc3)o2)c1 | 1596 | 10 | 7 | 104 | 0.9 | 4 | 8 | 1 | -1 | 3 | 1.2
C=C(C)COc1ccc(-c2[nH]ncc2Oc2cccc(OC)c2)c(O)c1 | 1539 | . | 3 | 104 | 0.2 | 12 | 6 | 1 | -2 | -3 | 0.91
CC(C)(C)NC(=O)COC(=O)c1ccccc1Nc1ccc(SC(F)F)cc1 | 1464 | 4 | -6 | 111 | 1 | -7 | 2 | 1 | -6 | -23 | .
CC1=C(C(=O)OC(C)C)C(c2ccc(Br)s2)NC(=O)N1C (centres undefined) | 1495 | 5 | 1 | 95 | 0.9 | -3 | 9 | 1.1 | 11 | 4 | 0.3
O=C(/C=C/c1ccccc1)NC(=S)Nc1ccccc1C(=O)NC1CCCCC1 | 1526 | 8 | 1 | 99 | 0.9 | 5 | 0 | 1 | 2 | 6 | .
Cc1ccc(CSc2nnc(-c3ccco3)n2N)cc1 | 1543 | 9 | 2 | 101 | 0.9 | 6 | 8 | 1 | 2 | -9 | -0.014
C/C(CCC(C)C)=N\NC(=S)NCc1ccccc1 | 1595 | . | 5 | 100 | 0.3 | 6 | 2 | 1 | 2 | 1 | -0.0046

Nothing new here: an excerpt of the list.
SMILES | SRC2 TRFRET art | bIAP inh | PPARg SRC1 recr | STAT3 act | bIAP activator | PPARg SRC-2 ag | PPARg SRC-3 ag | TNAP act hi DEA | STAT3 blocker | STAT1 inh | ROMK primary
CC1=C(C(=O)OC(C)C)C(c2ccc(Br)s2)NC(=O)N1C (centres undefined) | 1495 | 5 | 1 | 95 | 0.9 | -3 | 9 | 1.1 | 11 | 4 | 0.3
O=C(/C=C/c1ccccc1)NC(=S)Nc1ccccc1C(=O)NC1CCCCC1 | 1526 | 8 | 1 | 99 | 0.9 | 5 | 0 | 1 | 2 | 6 | .
Cc1ccc(CSc2nnc(-c3ccco3)n2N)cc1 | 1543 | 9 | 2 | 101 | 0.9 | 6 | 8 | 1 | 2 | -9 | -0.014
C/C(CCC(C)C)=N\NC(=S)NCc1ccccc1 | 1595 | . | 5 | 100 | 0.3 | 6 | 2 | 1 | 2 | 1 | -0.0046
